zVAD death inh – blocks zVAD induced death of L929 cells; L929 zVAD necroptosis rescue, ATP luminescence, 24 h; with zVAD 60 µM; viability rescue, % at 10 µM; 220,000 tested, 0.38% active; AID 1377;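 active = activation, scaled between plate controls, above about 75%, limit read from the data; inactive = activation under that limit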;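 note: 0% = zVAD with DMSO and 100% = DMSO alone without zVAD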
Runt-SMMHC FRET – blocks binding of human RUNX1 Runt domain to CBFb-SMMHC; Cerulean-Runt/Venus-CBFb-SMMHC FRET ratio 530/480, 1 h; inhibition, % at 20 µM; 220,000 tested, 0.74% active; AID 1434;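 active = mean inhibition across duplicate retests at 20 µM reaching about 50%, limit read from the data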;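 note: 0% = DMSO wells and 100% = wells with excess untagged CBFb-SMMHC; inhibitors lower the FRET ratio by blocking Runt binding to CBFb-SMMHC; some results filed as inactive read as strong as hits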
PERK inhibitor – human PERK inhibition, primary cell-based screen; CHO PERK-DD fusion, SEAP luminescence translation reporter; inhibition, % at 5.6 µM; Q9NZJ5; 220,000 tested, 0.17% active;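 active = inhibition above the mean inhibition of all tested compounds plus 3 SD, set separately per screening campaign, cut at about 2.9% in these data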;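 note: PERK kinase domain activated by AP20187 dimerizer at 100 nM; 0% = DMSO with dimerizer and 100% = rapamycin at 8.4 µM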
EP2 antag – inhibitors of human EP2 prostaglandin E2 receptor | C6 glioma cells expressing human EP2, cAMP TR-FRET; cells stimulated with saturating PGE2 | inhibition, % at 25 µM | 260,000 tested, 0.52% active | AID 1422;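 active = percent inhibition above 40 after rounding to a whole number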;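 note: rat C6 glioma host cells with rolipram phosphodiesterase inhibitor present; the protocol text gives 20 µM as final concentration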
Target sequence (P43116 whole entry, looked up): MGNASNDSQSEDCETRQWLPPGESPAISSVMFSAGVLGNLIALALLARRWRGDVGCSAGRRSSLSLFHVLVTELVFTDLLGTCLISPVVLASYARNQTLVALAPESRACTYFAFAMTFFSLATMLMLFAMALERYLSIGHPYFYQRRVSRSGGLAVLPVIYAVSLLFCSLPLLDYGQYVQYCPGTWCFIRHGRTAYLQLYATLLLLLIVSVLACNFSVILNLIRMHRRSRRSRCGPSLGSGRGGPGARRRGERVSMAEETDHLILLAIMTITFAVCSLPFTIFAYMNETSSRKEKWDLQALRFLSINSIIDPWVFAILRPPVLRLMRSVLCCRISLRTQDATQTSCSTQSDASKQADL
Hck-Nef inh – inhibitors of human Hck kinase activated by Nef | P08631 | Recombinant Hck-YEEI plus Nef, Z-Lyte FRET kinase assay | inhibition, % at 20 µM | 220,000 tested, 0.68% active | AID 463187;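 active = Hck-Nef kinase inhibition above about 50%, limit read from the data; inactive = inhibition below that limit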;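 note: 0% = DMSO with Hck plus Nef and 100% = Hck alone without Nef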
Target sequence (P08631 whole entry, looked up): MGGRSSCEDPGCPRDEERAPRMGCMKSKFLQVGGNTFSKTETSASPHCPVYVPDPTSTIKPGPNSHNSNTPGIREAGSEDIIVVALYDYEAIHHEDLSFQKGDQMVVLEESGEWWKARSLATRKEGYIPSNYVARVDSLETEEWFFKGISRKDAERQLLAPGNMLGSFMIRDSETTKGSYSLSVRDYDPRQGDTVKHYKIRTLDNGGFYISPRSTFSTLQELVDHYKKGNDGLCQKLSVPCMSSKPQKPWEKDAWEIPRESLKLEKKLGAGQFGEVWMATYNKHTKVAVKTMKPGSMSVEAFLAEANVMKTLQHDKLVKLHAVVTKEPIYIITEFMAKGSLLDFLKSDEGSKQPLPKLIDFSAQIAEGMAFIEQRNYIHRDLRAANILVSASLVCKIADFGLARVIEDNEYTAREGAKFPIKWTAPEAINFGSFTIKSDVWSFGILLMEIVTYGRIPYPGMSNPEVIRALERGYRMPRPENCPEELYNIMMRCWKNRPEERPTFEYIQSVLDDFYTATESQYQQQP
TNF death inh – inhibitors of TNF-alpha induced necroptosis in Jurkat FADD-/- cells. activation (protection from cell death), % at 10 µM. AID 463075. Jurkat FADD-/- TNF necroptosis rescue, ATP luminescence, 24 h; 0 = TNF only, 100 = no-TNF cells. 220,000 tested, 0.068% active;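 active = activation, meaning protection from cell death, of at least 50% relative to plate controls; inactive = activation below 50%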;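 note: necroptosis triggered by 40 ng/mL TNF-alpha added together with compound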
RBBP9 inhibitor – blocks human serine hydrolase RBBP9; recombinant RBBP9, FP-Rh probe fluorescence polarization; inhibition, % at 7.94 µM; 220,000 tested, 0.2% active; AID 1515;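 active = inhibition above the campaign mean of all tested compounds plus 3 SD, cut at about 14% in these data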;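 note: plate controls were DMSO wells with RBBP9 for no effect and wells lacking RBBP9 protein for full effect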
Target sequence (O75884 whole entry, looked up): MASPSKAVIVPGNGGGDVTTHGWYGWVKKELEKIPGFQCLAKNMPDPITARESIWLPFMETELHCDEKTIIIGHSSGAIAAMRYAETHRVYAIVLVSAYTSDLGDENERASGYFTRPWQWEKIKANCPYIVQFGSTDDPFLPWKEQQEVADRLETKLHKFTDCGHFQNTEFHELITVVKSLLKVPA
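Material: RBBP9 protein. Amount: RBBP9 at 2.5 µM in dispensed solution, before mixing. Schedule: 30 min then 45 min, 25 °C. Medium: Tris buffer pH 8.0, NaCl, Pluronic. Measured by: fluorescence polarization. Measure: percent inhibition from mP, scaled between DMSO and no-protein wells. Replication: one well per compound.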
EP2 modulator – modulates human prostaglandin E2 receptor EP2 signaling. EP2-expressing cells, cAMP HTRF FRET, PGE2 co-stimulation. induction, % at 25 µM. 260,000 tested, 0.83% active. AID 940;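 active = compounds whose cAMP rise, as percent of the full-agonist control response, exceeds 60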;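 note: rat C6 glioma line stably carrying human EP2 under a CMV promoter; the protocol text gives 20 µM as final concentration; 100% = response of wells given 1 µM PGE2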
Runt-CBFb FRET – blocks binding of human RUNX1 Runt domain to CBFb. Cerulean-Runt/Venus-CBFb FRET ratio 530/480, 1 h. inhibition, % at 20 µM. 220,000 tested, 0.46% active. AID 1496;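 active = inhibition over about 50% at 20 µM in the single-dose screen, limit read from the data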;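 note: 0% = DMSO wells and 100% = excess unlabeled CBFb competitor control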
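Assay system: Cerulean-Runt domain fusion protein, energy donor; Signal: fluorescence energy transfer, 422 nm excitation, 530/480 nm emission; Timing: 1 h compound exposure, room temperature; Control set: unlabeled CBFb; Medium: Tris buffer pH 7.5 with salts and BSA; Compound: single test concentration of 20 µM, 1% DMSO final; Probe or stimulus: Venus-CBFb 100 nM.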
Numbers without * were called inactive; . = no result given; & = joins results of further samples. Only part of the results is shown (hit frequency here may not be typical).

Structure | zVAD death inh | Runt-SMMHC FRET | PERK inhibitor | EP2 antag | Hck-Nef inh | TNF death inh | RBBP9 inhibitor | EP2 modulator | Runt-CBFb FRET
O=C(NCc1ccc2c(c1)OCO2)C(c1ccco1)N(C(=O)c1csnn1)c1ccccc1 (stereo unspecified) | -0.8 | 1 | -1.8 | 7&14 | -20 | -3.1 | -5 | 24&15 | -1
COc1ccc(Nc2nc(C)cc(C)c2C(N)=O)cc1 | -1.0 | 3 | -0.3 | 13 | -17 | -0.3 | -3 | -2 | 2
CCCC(=O)OCC(=O)Nc1cc(C(C)(C)C)nn1-c1ccccc1 | 1.2 | 1 | -0.7 | 7 | -1 | 2.8 | -4 | -3 | 1
Cc1ccc(-c2nc(N)n(C(=O)c3cccs3)n2)cc1 | 0.7 | -1 | 2.1 | 10 | 7 | -0.3 | 1 | 1 | 0
COc1cc(C2/C(=C(\O)c3ccc4c(c3)CC(C)O4)C(=O)C(=O)N2CCCn2ccnc2)ccc1O (stereo unspecified) | 0.4 | -5 | 0.7 | 20 | 0 | -1.6 | -11 | 23 | -1
Cc1cc(C)cc(Oc2coc3cc(OC(=O)c4cccnc4)ccc3c2=O)c1 | 0.1 | 5 | 0.3 | 9 | 3 | 0.7 | 3 | -8 | 0
S=C(NCc1cccc(Cl)c1)NC1CCCCC1 | -0.2 | -4 | 1.3 | 13 | 2 | -6.1 | -5 | -9 | 0
Cc1cccc(NC(=O)C(C)N2C(=O)C3C4CC(C(Br)C4Br)C3C2=O)c1 (stereo unspecified) | 0.9 | 0 | -1.3 | 18 | 0 | 0.8 | -3 | -53 | -2
Cc1c(NC(=O)c2ccc(N(C)S(=O)(=O)c3ccccc3)cc2)c(=O)n(-c2ccccc2)n1C | -0.1 | 4 | 0.4 | 6 | -4 | 0.0 | -4 | 6 | -1
CCOC(=O)CC1C(=O)NCCN1c1nc2c(C)cccn2c(=O)c1/C=C1\SC(=S)N(C(C)CC)C1=O (stereo unspecified) | 2.7 | -243 | -2.5 | 13 | -17 | -14 | -13 | -36 | -84
O=C(NCc1ccccc1)C1=C[C@H](c2ccc(Br)cc2)C[C@H](OCc2ccc(CO)cc2)O1 | 0.7 | -8 | 0.7 | 17 | -14 | 2.7 | -13 | -2 | -3
COC(=O)C(CCSC)NC(=O)Cn1ncc2c(=O)oc3ccccc3c21 (stereo unspecified) | 0.5 | -8 | 0.2 | 8 | 2 | 0.7 | -9 | 26 | 0
O=[N+]([O-])c1ccc2nc(SCc3cn4cc(Cl)ccc4n3)[nH]c2c1 | 1.5 | 0 | 0.0 | 16 | 1 | 2.4 | -3 | -7 | 5
NC(=O)c1ccc(SCC(=O)NC2CCCCC2)c([N+](=O)[O-])c1 | 2.5 | -2 | 0.1 | 4 | 3 | 1.1 | -1 | 4 | -1
CCCOC(=O)/C(C(N)=NCc1ccccc1)=C(\O)OCCC | 0.7 | 4 | -0.3 | 7 | 2 | 11 | -12 | 33 | -5
CCN1CCN(C(=O)C2(NC(=O)Nc3cccc(F)c3)CCCCC2)CC1 | . | 1 | 0.2 | 10 | -6 | 2.1 | 3 | 19 | -2
COc1ccc(NC(=O)CN2CCN(Cc3ccc4c(c3)OCO4)CC2)cc1OC | 0.2 | 0 | -0.7 | 10 | 3 | 0.9 | -4 | 2 | 1
C#CCNC(=O)C1=C[C@H](C2CCCCC2)C[C@H](OCCCCO)O1 | 1.2 | 1 | -0.3 | 11 | -7 | 2.9 | -10 | -19 | -3
CCOC(=O)N1CCN(C(=O)c2cn(CC)c3ccc(S(=O)(=O)N4CCCC4)cc3c2=O)CC1 | 0.8 | -2 | -0.4 | 7 | 1 | 0.0 | 0 | 13 | -1
COc1ccc(O)c(/C=N/Nc2nc(Nc3ccccc3)nc(-n3nc(C)cc3C)n2)c1 | 2.9 | -1 | -1.1 | 17 | 0 | -17 | -11 | -35 | 0
CC(=O)OCC(=O)C1(O)CCC2C3CCC4=CC(=O)C=CC4(C)C3C(O)CC21C (stereo unspecified) | 67 | 1 | -0.5 | 8 | -4 | 1.8 | -6 | -4 | 1
Cc1ccc(-c2nc(CS(=O)(=O)CC(=O)N3CCCCCC3)c(C)o2)cc1 | 0.0 | -1 | -0.2 | 9 | -3 | -5.9 | -1 | 3 | 0
O=C(COC(=O)/C=C/c1ccc2c(c1)OCO2)Nc1ccccc1 | 0.7 | 1 | 1.8 | 4 | -3 | -0.1 | -2 | -44 | 1
Cc1cc(C)c(C(=O)Nc2ccc(S(=O)(=O)Nc3onc(C)c3C)cc2)c(C)c1 | 0.4 | -3 | 1.0 | 10&11 | 17 | 0.1 | -4 | 11&-37 | -2
CCOc1cc(/C=N/NC(=O)C(=O)NC)cc(Br)c1O | 0.8 | -2 | 1.6 | 7 | 1 | 1.0 | -4 | 5 | 12
Cc1cc(N(CN2CCCC2=O)C(=O)c2ccccc2)no1 | 0.8 | 5 | 0.7 | 7 | 2 | 0.6 | -2 | -1 | -2
COc1ccc(NC(=O)c2c(Cl)nc3ccccn23)cc1 | 48 | -1 | 0.4 | 12 | 1 | 0.1 | -10 | -3 | 2
CC1CC(C)CN(C(=O)c2cn(C)c3ccc(S(=O)(=O)N(C)C)cc3c2=O)C1 (stereo unspecified) | 1.5 | 3 | 0.5 | 6 | 0 | 0.9 | -10 | 7 | 1
O=C1CC(SCCO)C(=O)N1c1ccc(Oc2ccccc2)cc1 (stereo unspecified) | -0.3 | -3 | 1.0 | 10 | 1 | -2.1 | -5 | -18 | 6
CCCN1CCCc2cc(CN)ccc21 | 0.1 | -38 | -1.5 | 13 | 2 | -15 | 1 | -4 | -11
O=C(CCCN1C(=O)/C(=C/c2cccs2)SC1=S)NNC(=O)c1ccncc1 | -0.3 | 5 | 0.7 | 7 | 28 | 1.8 | -6 | -4 | -1
S=c1[nH]nc(Cc2noc3ccccc23)n1-c1ccc(Cl)cc1 | 0.1 | 7 | 1.2 | 4 | -6 | -1.1 | -2 | 24 | 6
COc1ccc(C(=O)n2c(SC)nc3cc4c(cc32)OCCO4)cc1 | 0.1 | 2 | 0.7 | 7 | -1 | -14 | 3 | 39 | 0
Cc1ccc(-c2csc(N3C(=N)SCC3=O)n2)cc1 | -0.5 | 2 | 0.8 | 6 | 31 | -0.7 | -1 | -21 | 0
CNC(=O)CN1C(=O)NC2(CCc3ccccc3C2)C1=O (stereo unspecified) | 0.5 | -3 | 0.6 | 1 | 20 | -0.8 | -3 | -11 | 1
CC(Cc1cccs1)NC(=O)Nc1ccccc1 (stereo unspecified) | 0.2 | -1 | -0.2 | 11 | 2 | 1.7 | -5 | -5 | -2
CCOC(=O)C1C2C=CC3(CN(c4ccc(Cl)c(F)c4)C(=O)C13)O2 (stereo unspecified) | 0.0 | 5 | 1.2 | 7&4 | 10 | 1.8 | 5 | 2&-50 | .
CCCCn1c(NCc2ccccn2)nc2ccccc21 | -0.6 | -2 | -0.8 | 5 | 0 | -1.3 | -4 | 12 | -1
O=C(COC(=O)c1ccc(S(=O)(=O)NCc2ccco2)cc1)NCC1CCCCC1 | -0.1 | -2 | 0.8 | 4 | 6 | 0.9 | -6 | -5 | -1
Fc1ccc(NC(=S)N2CCCC2)cc1 | -0.3 | . | 2.1 | 17 | -1 | -1.2 | 0 | . | .
CCc1nnc2n1N=C(c1cccc([N+](=O)[O-])c1)CS2 | 2.7 | -5 | 1.5 | 9 | -3 | 3.0 | 8 | 1 | 2
C/C(=N\N=C1\NC(=O)C(CC(=O)Nc2ccc(Cl)cc2)S1)c1ccco1 (stereo unspecified) | 1.4 | 0 | 0.0 | 5 | -10 | -2.7 | 3 | 4 | 0
Cn1c(=NC(=O)c2ccccc2[N+](=O)[O-])sc2cc(S(C)(=O)=O)ccc21 | 2.0 | -8 | 0.8 | 7 | 6 | 1.3 | 3 | -20 | -1
COc1ccc(Nc2nc3[nH]c(=O)cc(O)c3s2)cc1 | 1.8 | 14 | 0.6 | 7 | 27 | 1.9 | -8 | 4 | 46
Cc1c([N+](=O)[O-])c(C(=O)Sc2ccc(Br)cc2)nn1C | -0.1 | -5 | -0.9 | 0 | -3 | -21 | -6 | -22 | -7
CC(C)C(c1nnnn1Cc1ccc(F)cc1)N1CCC(C(N)=O)CC1 (stereo unspecified) | 0.4 | -2 | 0.4 | 7 | 17 | 0.6 | -4 | -23 | 1
O=C(COc1ccccc1F)N/N=C1\CCCc2ccccc21 | 0.6 | -3 | 0.9 | 7 | 1 | 0.6 | -6 | -3 | -1
CCc1ccc(C2NC(C(=O)O)CS2)cc1 (stereo unspecified) | -0.1 | -9 | 1.1 | 9 | 5 | 0.4 | 2 | 22 | 2
COc1cccc(NC(=O)c2ccc(S(=O)(=O)N(C)C)cc2)c1 | -1.1 | 1 | -1.1 | 7 | 9 | 2.8 | -11 | -38 | -2
COCC(C)NCc1cccc([N+](=O)[O-])c1 (stereo unspecified) | 0.0 | -3 | 0.5 | 2 | 1 | -2.5 | 4 | 37 | -2
CN(C(=O)COC(=O)CNC(=O)c1sc2ccccc2c1Cl)c1ccccc1 | -0.1 | -5 | 0.0 | 4 | -1 | 1.1 | -2 | 14 | -2
CC(C)CC(=O)N1CCN(S(=O)(=O)c2ccccc2)CC1 | -0.1 | -6 | -0.4 | -1 | -1 | 1.3 | -1 | -18 | 0
CC(=O)NC(=S)Nc1cccc(S(=O)(=O)NC2=NCCC2)c1 | 1.2 | 0 | 1.1 | 10 | 1 | 0.6 | -4 | 37 | -1
CCCC(CCC(=O)Nc1ccc(C(=O)OC)cc1)C(=O)O (stereo unspecified) | -0.4 | 0 | 0.5 | 10 | 12 | -0.9 | -4 | 27 | 0
C=CCOC(=O)C1=C(C)NC(SCC(=O)Nc2ccc(C)c(Cl)c2)=C(C#N)C1c1ccco1 (stereo unspecified) | 1.6 | 5 | 0.3 | 14 | 3 | 0.5 | -5 | -18 | 1
O=C(CSc1nncs1)Nc1ccc2c(c1)OCO2 | 0.7 | -1 | 0.3 | 8 | -3 | 4.6 | -6 | -24 | -1
CC(C)n1cc(/C=C2/NC(=O)NC2=O)c2ccccc21 | 4.1 | 2 | 1.0 | 5 | 25 | 1.1 | -9 | -27 | 3
CCN(CC(=O)Nc1ccccc1OC)CC(=O)Nc1ccccc1C(F)(F)F | -0.6 | -5 | -0.5 | 6 | 11 | -2.4 | -5 | 22 | -4

From PubChem
